# Growth percent in the NCI-60 one-dose screen (48 h, 10 µM unless noted): 100 = growth as untreated, 0 = no growth, -100 = all killed.
# NCI/ADR-RES: NCI/ADR-RES ovarian cells | 4.4% of 81,000 active
# SK-OV-3: SK-OV-3 ovarian cancer cells; AID 1794785; 3.2% of 80,000 active
# OVCAR-4: OVCAR-4 ovarian cancer cells. 3.7% of 80,000 active
# IGROV1: IGROV1 ovarian cancer; 4.7% of 79,000 active
# NCI-H322M: NCI-H322M lung cancer. AID 1794733. 2.7% of 80,000 active
# NCI-H226: NCI-H226 lung cancer; 3.5% of 79,000 active
# NCI-H23: NCI-H23 lung cancer; 4% of 80,000 active; AID 1794731
# NCI-H460: NCI-H460 lung cancer; 6.8% of 82,000 active
# NCI-H522: NCI-H522 lung cancer; 8% of 78,000 active; AID 1794739
# Numbers without * were called inactive; x = no result given; & = joins results of further samples; [ ] = another dose, or the depositor's remark. How the source made its calls: active means growth percent below 10; inactive means the rest.
Structure,SK-OV-3,IGROV1,NCI-H322M,NCI-H460,NCI-H226,NCI-H23,NCI/ADR-RES,OVCAR-4,NCI-H522
COc1cc(OC)c(S(=O)(=O)NNC(=O)c2ccncc2)cc1C(=O)/C=C/c1cc(OC)c(OC)c(OC)c1,126,97,97,102,103,x,104,105,98
O=C(c1cc2ccccc2cc1O)N1CCCCC1,95,98,x,103,88,95,96,95,87
CC(=O)c1ccc(S(=O)(=O)NCCNc2nc(Nc3ccc(F)cc3)nc(N(C)C)n2)cc1,108,111,103,116,104,107,115,104,102
Cc1ccc(Nc2ncnc3c2c(C)nn3-c2ccc([N+](=O)[O-])cc2)cc1,72,84,89,31,8.2*,77,80,46,75
C=CCSC(C)(C)C(N)=O,99,109,x,106,96,104,102,113,89
CCc1ccccc1-n1c(-c2cccs2)cc(-c2ccccc2)c(C#N)c1=O,107,112,97,117,108,111,106,103,103
CC(=O)N1N=C(c2nc3ccccc3[nH]2)CC1c1cc(-c2cc3ccccc3o2)n(-c2ccccc2)n1 (stereo unspecified),109,104,98,107,97,104,109,113,98
COc1ccc(-c2cc(-c3cccs3)n3c(C)nnc3c2C#N)cc1,99,117,115,106,100,94,100,95,113
C[C@H]1[C@H](/C=C/c2ccccc2)[C@H]1CCO,95,95,91,104,106,105,101,102,94
CO[C@@H]1[C@@H](OC)N(S(=O)(=O)c2ccccc2)C(=O)N1S(=O)(=O)c1ccccc1,100,97,98,108,106,106,96,107,95
OCCN1CCNC1=S,98,112,108,105,99,104,104,99,95
CC(C)(C)c1ccc(Oc2ccc([N+](=O)[O-])cc2[N+](=O)[O-])c(Br)c1,102,98,94,109,106,88,108,89,58
CNS(=O)(=O)c1ncnc2nc[nH]c12,94,112,126,101,102,109,114,79,91
CC(O)C(C)(C)S(=O)(=O)CCCc1ccccc1 (stereo unspecified),103,109,104,104,96,112,106,114,103
CC(C)CC1NC(=O)C(CCCCN)NC(=O)C(CCCCN)NC(=O)C(Cc2ccccc2)NC(=O)C(CCCCN)NC(=O)C(CC(C)C)NC(=O)C(CC(N)=O)NC(=O)C(C(C)C)NC(=O)C(CC(C)C)NC(=O)C(CCCCN)NC(=O)C(CCCCN)NC(=O)C(Cc2ccccc2)NC1=O (stereo unspecified),90,79,93,90,96,91,81,87,74

Structure,SK-OV-3,IGROV1,NCI-H322M,NCI-H460,NCI-H226,NCI-H23,NCI/ADR-RES,OVCAR-4,NCI-H522
CC(C)c1ccc(C2OCC3(C)C(CCC4(C)C5CC(C6=CCOC6=O)OC5(C)CCC34)O2)cc1 (stereo unspecified),85,86,83,75,67,70,79,50,75
Cn1nc(C(=O)O)c(=O)[nH]c1=O,102,104,99,109,108,101,102,110,104
C/C(C/C(C)=N/c1c(N)c(=O)n(C)c(=O)n1C)=N/c1c(N)c(=O)n(C)c(=O)n1C,115,100,104,101,100,111,102,x,103
O=C(Cn1cc(COc2ncnc3c2cnn3-c2ccccc2)nn1)Nc1ccc(F)cc1,x,97,95,95,x,97,91,92,80
Cn1ncc2cc(CN3CCC(OCc4ccc(Cl)c(F)c4)CC3)ccc21,100,108,92,93,100,x,97,103,97
CCN1C(=O)N(CC)C2NNC(Sc3c(C(=O)O)c4ccccc4n(CC(C)C)c3=O)=NC21 (stereo unspecified),41,20,56,-1.2*,51,11,-28*,67,-32*
CCN(CC)CCCC(C)Nc1ccnc2cc(Cl)cnc12 (stereo unspecified) (tested in a mixture with another compound),97,99,108,107,109,100,131,x,93
CCOC(=O)c1cnc(=S)[nH]c1N,112,102,118,101,105,110,106,104,84
OC(CBr)c1c(Cl)ccc2ccccc12 (stereo unspecified),96,98,103,110,90,92,98,94,107
Cc1cc(CC(=O)O)n(C)c1C(=O)c1ccc(Cl)cc1,119,114,120,115,95,96,98,119,101
N#Cc1ccc(/C=N/N=C2\C(=O)Nc3ccc(F)cc32)cc1,107,109,103,109,100,107,105,102,91
CCCCCCCSCCO,106,108,88,115,122,114,110,108,99
O=c1nc(Nc2cc(F)ccc2O)sc2ccccc12,96,110,91,99,92,93,88,74,69
Clc1ccc(C2=NN(c3ccccc3)C(c3sc(Cl)nc3Cl)C2)cc1 (stereo unspecified),101,89,84,110,62,98,102,90,88
Cc1ccc(C(C(N)=O)C(C(N)=O)c2ccccc2)cc1 (stereo unspecified),114,105,121,112,109,111,122,115,102

# Full records, quoted from the list.
# Record of CCOC(=O)c1cnc(=S)[nH]c1N : SK-OV-3: 112; IGROV1: 102; NCI-H322M: 118; NCI-H460: 101; NCI-H226: 105; NCI-H23: 110; NCI/ADR-RES: 106; OVCAR-4: 104; NCI-H522: 84
# Record of CCN1C(=O)N(CC)C2NNC(Sc3c(C(=O)O)c4ccccc4n(CC(C)C)c3=O)=NC21 (stereo unspecified) : SK-OV-3: 41; IGROV1: 20; NCI-H322M: 56; NCI-H460: -1.2*; NCI-H226: 51; NCI-H23: 11; NCI/ADR-RES: -28*; OVCAR-4: 67; NCI-H522: -32*
# Record of Cc1cc(CC(=O)O)n(C)c1C(=O)c1ccc(Cl)cc1 : SK-OV-3: 119; IGROV1: 114; NCI-H322M: 120; NCI-H460: 115; NCI-H226: 95; NCI-H23: 96; NCI/ADR-RES: 98; OVCAR-4: 119; NCI-H522: 101

# Other structures follow:
Structure,SK-OV-3,IGROV1,NCI-H322M,NCI-H460,NCI-H226,NCI-H23,NCI/ADR-RES,OVCAR-4,NCI-H522
COc1ccccc1N1CCN(C2=NN=C(c3cccc(Cl)c3)c3ccccc3C2)CC1,14,21,37,1.9*,58,32,11,39,-27*
COc1ccc(-c2csc(NC(=O)COc3ccc(C(C)=O)cc3)n2)cc1,98,99,97,105,100,94,98,101,86
O=c1c2ccccc2oc2ccc(OCCCCCN3CCCCC3)cc12,100,87,76,90,92,81,85,92,84
Cc1nn(-c2ccccc2)cc1/C=C1\SC(N2CCOCC2)=NC1=O,117,85,110,105,102,103,100,x,x
Nc1ccc2ccccc2c1-c1c(N)ccc2ccccc12,31,46,40,20,73,42,17,66,37
CCOC(=O)c1ccc(C)cc1,109,x,115,110,116,101,112,104,108
COc1cc2nc(N3CCC[C@@H](NC(=O)C4COc5ccccc5O4)C3)nc(N)c2cc1OC (stereo partly specified),106&105,108&105,102&96,107&105,100&102,100&100,106&109,95&101,94&96
Cc1nc(-c2cc3ccccc3oc2=O)ccc1C(=O)/C=C/c1cccc2ccccc12,120,104,102,105,108,x,111,109,103
CC(=O)[C@H]1CC[C@H]2[C@@H]3CC[C@@H]4CC=C(C=O)C[C@]4(C)[C@H]3CC[C@]12C,96,89,98,103,99,93,87,99,82
CCOC(=O)C1=C(O)c2ccccc2C1=O,114,97,99,98,78,90,84,109,97
Nc1[nH]nc(Nc2ccccc2)c1S(=O)(=O)c1ccccc1,110,106,113,109,98,104,101,105,105
Cc1nc(-c2cc3ccccc3oc2=O)ccc1C(=O)/C=C/c1cccs1,119,99,104,109,108,x,96,100,89
CN(C)CCOC(=O)Nc1ccc(Cc2ccc(NC(=O)OCCN(C)C)cc2)cc1,137[100 µM],83[100 µM],97[100 µM],92[100 µM],111[100 µM],94[100 µM],98[100 µM],95[100 µM],85[100 µM]
Cc1ccc(N=C=C(c2ccccc2)c2ccccc2)cc1,112,57,98,97,90,81,81,103,76
C=CCNC(=S)N/N=C(\C)c1nnn(-c2ccc(Cl)cc2)c1C,104,114,101,102,85,92,89,90,95

Structure,SK-OV-3,IGROV1,NCI-H322M,NCI-H460,NCI-H226,NCI-H23,NCI/ADR-RES,OVCAR-4,NCI-H522
CC(=O)NC1Oc2ccc(C)cc2-c2oc(=O)c(-c3ccccc3)cc21 (stereo unspecified),96,90,107,100,101,96,96,91,79
CS/C(=N\S(=O)(=O)c1ccccc1)NNC(=O)c1c(-c2c(Cl)cccc2Cl)noc1C,106&106,119&109,108&104,116&102,98&93,103&106,108&104,106&87,96
O=C1NCCC12CCN(c1c(Cl)cncc1-c1ccc(O)cc1)CC2,85,69,103,104,84,100,92,105,78
COc1cc(/C=C/C(N)=O)cc(OC)c1OC,111,117,x,107,99,104,108,111,x
[O-][n+]1ccccc1CCc1cccc[n+]1[O-],96,109,99,108,101,100,106,109,84
O=C1/C(=C/c2ccccc2)CN(C(=O)c2cccnc2)C/C1=C\c1ccccc1,40,2.9*,34,-35*,-44*,-31*,19,44,-25*
Cc1ccc2c(c1)Sc1ccc3ccccc3c1N2,99,54,94,88,77,57,73,68,59
Cn1c(=O)c2c(nc(Br)n2CCC(=O)Nc2ccc(F)cc2)n(C)c1=O,84,107,106,109,101,101,101,114,88
OCC(CO)c1cnnc2ccccc12,109,102,117,105,102,96,94,105,90
Cc1c(C(=O)/C=C/c2csc3ccccc23)[n+](=O)c2ccccc2n1[O-],76,17,82,67,78,44,23,44,6.7*
N#Cc1c(-c2ccc(Br)cc2)nc2n[nH]c(-c3ccc(Br)cc3)c2c1-c1ccc(F)cc1,73,75,91,106,88,93,97,96,94
CCCCCC(=O)N1CCCCC1,98,114,146,116,97,95,112,108,98
COc1ccc(NC(=O)/C(=C/n2c(=S)[nH]c3cc(C)ccc32)C(C)=O)cc1,97,100,106,101,98,100,106,102,88
O=[N+]([O-])c1ccccc1C(O)Cc1ccc2ccccc2n1 (stereo unspecified),85,81,86,97,83,96,93,93,101
COc1ccc(/C=C/C(=O)c2ccc(B(O)O)cc2)cc1,90,107,x,106,95,92,100,95,95

Structure,SK-OV-3,IGROV1,NCI-H322M,NCI-H460,NCI-H226,NCI-H23,NCI/ADR-RES,OVCAR-4,NCI-H522
CC[N+](C)(C)c1ccccc1,99,87,93,109,96,102,104,101,93
C=C(Cl)c1c(C)cc(C)c(CC#N)c1C,96,100,x,109,106,96,103,111,93
CCOc1nc(N)nc(OCC)c1OCC,108,101,x,104,101,99,100,113,107
CC(=O)Nc1ccc(-c2cc3c(NCc4ccc(C(F)(F)F)cc4)ncnc3s2)cc1,102,98,96,80,76,81,79,79,74
O=C1CC(c2nc3ccccc3[nH]2)CN1C1CCCCC1 (stereo unspecified),101,108,103,109,95,90,94,102,89
COc1ccc(/C=C2\CCCC3=C2N=C2SC(C)=CN2C3c2ccc(OC)cc2)cc1 (stereo unspecified),101,111,x,104,94,90,96,97,90
O=C1c2ccccc2C(=O)c2c(O)cccc21,105,69,127,100,106,98,100,x,79
CCCCS(=O)(=O)c1cc(Nc2ccc(O)c3c2C(=O)c2ccccc2C3=O)ccc1C,88,82,28,15,88,46,82,79,x
O=Cc1c(Cl)[nH]c2ccc(-c3nc4sccn4c3C=O)cc12,109,68,101,105,95,102,104,107,89
O=C(Nc1ccccc1)C1=C(Nc2ccccc2)CSC1,108,101,96,103,x,106,116,103,78
CC(=Nc1ccccc1)C1=C(O)C(Cc2ccc(F)cc2)NC1=O (stereo unspecified),12,37,38,13,x,31,11,45,-9.1*
COc1ccccc1CNCc1ccccc1,101,107,107,103,95,111,106,99,91
COc1ccc(-c2nnc(N3CCN(C(=O)CN4CCN(c5ccc(Cl)cc5)CC4)CC3)nc2-c2ccc(OC)cc2)cc1,102,63,93,47,74,68,82,62,70
Cc1ccc(-c2nc(-c3ccc(-c4nc5ccc(F)cc5[nH]4)cc3)no2)cc1,98,107,99,95,94,97,99,81,92
C[C@]12CCCC[C@@H]1CC[C@@H]1[C@@H]2CC[C@@]2(C)[C@H]1CC[C@H]2[N+](=O)[O-],x,123,127,109,102,x,103,111,99

Structure,SK-OV-3,IGROV1,NCI-H322M,NCI-H460,NCI-H226,NCI-H23,NCI/ADR-RES,OVCAR-4,NCI-H522
CCN(CC)c1cc(C)c(Cc2c(OC)ccc3ccccc23)cc1C,83,89,97,95,92,94,103,97,75
Cc1nc(Nc2ccccc2C)c2cnn(C)c2n1,108,102,101,106,95,101,116,112,84
C/C(=N\NC(=O)c1nc(N)n(-c2ccc(S(N)(=O)=O)cc2)n1)c1ccccc1,101,104,97,100,102,100,99,100,88
COc1ccc(N=NN(C)C(=O)c2ccccc2)cc1,110,x,68,48,105,95,86,79,65
O=S(=O)(Nc1ncccn1)c1ccc(NCc2ccc(N=Cc3c(O)[nH]c4ccccc34)cc2)cc1,102,77,111,96,83,83,106,89,93
Cc1c(O)c(=O)ccn1-c1nc2ccccc2s1,99,109,88,99,93,102,57,98,75
C=CCOCC1CC2(Cl)CC1(Cl)C(Cl)=C2Cl (stereo unspecified),106,111,133,107,97,103,106,111,112
CC(=O)Nc1on[n+](-c2ccccc2)c1-c1ccccc1,99,107,98,109,96,92,100,x,83
N#CC(OC(=O)c1ccccc1)c1cccc([N+](=O)[O-])c1 (stereo unspecified),108,109,105,113,100,101,114,110,x
CC1Cc2c(N(C)C)ncnc2N(C)c2ccc(Cl)cc21 (stereo unspecified),46,57,73,15,86,50,26,50,13
Cn1cc(-c2csc(-c3cn(CCCN4CCCCC4)c4ccccc34)n2)c2cccnc21,95,80,83,-59*,53,84,-25*,-48*,95
C[C@@]12CC[C@H]3[C@H](CNCCc4ccccc4F)C(=O)O[C@@H]3C13C=CC(=O)[C@]32C (stereo partly specified),107,115,97,104,95,108,109,97,49
Cc1ccc(C(=O)CSc2nnc(-c3c[nH]c4ccccc34)n2-c2ccccc2)cc1,24,24,75,29,-41*,17,-28*,-16*,1.4*
COc1ccc(/C(C)=N\NC(=O)c2cc3ccccc3oc2=N)cc1,113,115,107,105,106,104,106,100,102
CC1CC(OC(=O)c2ccccc2O)CC(C)(C)C1 (stereo unspecified),102&113,113,110&102,110&120,104&108,108&95,109&98,112&110,100&98

# Fetched by structure from the list above:
Structure,SK-OV-3,IGROV1,NCI-H322M,NCI-H460,NCI-H226,NCI-H23,NCI/ADR-RES,OVCAR-4,NCI-H522
C=CCOCC1CC2(Cl)CC1(Cl)C(Cl)=C2Cl (stereo unspecified),106,111,133,107,97,103,106,111,112
Cn1cc(-c2csc(-c3cn(CCCN4CCCCC4)c4ccccc34)n2)c2cccnc21,95,80,83,-59*,53,84,-25*,-48*,95

# Screening data (PubChem BioAssay)
